Compound activity: PubChem BioAssay, SRMLSC
E coli WT inh – blocks growth of wild type E. coli BW25113 | inhibition, % at 10 µM | 20,000 tested, 0.05% active | E. coli BW25113 growth inhibition, OD600; in the data active means inhibition above about 40%;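 further: bacteria exposed to compound for 20 hours at 37 °C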
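System: bacterial strain in a whole-cell growth screen; medium: LB broth with 50 µg/mL kanamycin; detection: absorbance at 615 nm; schedule: 20 h exposure, 37 °C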
The depositor's hits bear a star. The list is partial. The share of hits here may be higher or lower than overall.

`COc1ccccc1C(=O)Nc1ccccc1N1CCN(S(C)(=O)=O)CC1` gave E coli WT inh -18.1.
Screening CCCCn1c(=O)[nH]c(=O)c2c1nc(COc1ccc(C#N)cc1)n2CCC returned E coli WT inh 2.4.
`CC(C(=O)NC1=NCCS1)(C(F)(F)F)C(F)(F)F` gave E coli WT inh -17.1.
For COc1ccccc1CNS(=O)(=O)c1cc(C)ccc1OC the results were E coli WT inh -16.5.
Screening CCN(CCNC(=O)C1CCN(S(=O)(=O)c2cccc3cccnc23)CC1)c1ccccc1 returned E coli WT inh 6.3.
`Cc1cccc(-n2nnc(C(=O)NCc3ccccc3)c2N)c1` gave E coli WT inh -0.1.
`Cc1cc(C)c(NC(=O)C2CSCCS2)c(C)c1` (stereo not drawn) gave E coli WT inh 4.6.
`COc1ccccc1CNc1ccc(N2CCCCC2)cc1` gave E coli WT inh 4.9.
For O=C(Nc1ccccc1C(=O)NCCCn1ccnc1)c1ccccc1 the results were E coli WT inh -1.4.
`CCOC(=O)c1c(C)nc(-c2ccccc2)nc1N` gave E coli WT inh 4.2.
For O=C(CCCN1CCC(O)(c2ccc(Cl)cc2)CC1)c1ccc(F)cc1 the results were E coli WT inh 4.6.
For O=C1c2ccccc2C(Nc2ccc3c(c2)OCCO3)N1Cc1ccc2c(c1)OCO2 (stereo not drawn) the results were E coli WT inh -1.7.
Screening N#Cc1c(NC(=O)COC(=O)C2CC3C=CC2C3)oc(-c2ccccc2)c1-c1ccccc1 (stereo not drawn) returned E coli WT inh -4.5.
Screening Cc1cc(N2CCCC2=O)cc(C)c1S(N)(=O)=O returned E coli WT inh 2.8.
For FC(F)(F)C(F)(F)C(F)(F)c1nnc2ccc(N3CCOCC3)nn12 the results were E coli WT inh -1.2.
OCCn1c(-c2ccc3c(c2)OCO3)csc1=Nc1ccccc1 was read as E coli WT inh -4.3.
Nc1cc(C(=O)O)ccc1N1CCCCCC1 was read as E coli WT inh -15.1.
For Cc1cc(NC(=O)CSC2=NCCS2)no1 the results were E coli WT inh -11.1.
Screening Cc1cc(C)nc(Nc2n[nH]c(-c3ccccc3Br)n2)n1 returned E coli WT inh -17.4.
`COc1ccc(N2CCN(C(=O)Cc3ccc(-n4c(=O)[nH]c5ccccc5c4=O)cc3)CC2)cc1` gave E coli WT inh 9.3.
`CC(C)CCN1C(=O)c2ccc(C(=O)NCc3ccco3)cc2C1=O` gave E coli WT inh -15.6.
Screening O=C(NCc1ccco1)c1cccc(-c2nnc(-c3ccccc3)o2)c1 returned E coli WT inh -1.0.
For CC(C)COC(=O)C1C2C=CC3(CN(C(C)c4ccc(Br)cc4)C(=O)C13)O2 (stereo not drawn) the results were E coli WT inh 15.3.
For O=C1C(Cl)=C(N2CCOCC2)C(=O)N1CCc1ccccc1 the results were E coli WT inh 14.3.
Screening Cc1ccccc1N1CCN(c2ncnc3c2cnn3Cc2ccc(Cl)cc2)CC1 returned E coli WT inh -7.0.
Screening COc1ccc(S(=O)(=O)CCC(=O)O)cc1 returned E coli WT inh 8.6.
For CC1(C)CC(=O)C2=C(C1)OC(N)=C(C#N)C21CCN(C(=O)OCc2ccccc2)CC1 the results were E coli WT inh -27.0.
CS(=O)(=O)N(Cc1ccco1)CC(O)Cn1c2ccccc2c2ccccc21 (stereo not drawn) was read as E coli WT inh 1.5.
Cc1ccc(S(=O)(=O)N(C)CCCC(=O)NCc2ccc3c(c2)OCO3)cc1 was read as E coli WT inh -11.6.
CCOc1ccccc1N1CCN(S(=O)(=O)c2cccc3nsnc23)CC1 was read as E coli WT inh -8.3.
Screening CCCCn1c(=O)[nH]c(=O)c2c1nc(-c1ccncc1)n2CCOC returned E coli WT inh 9.4.
For Cc1ccc(S(=O)(=O)N(C)CC(=O)N2CCc3ccccc32)cc1 the results were E coli WT inh -0.8.
`COC(=O)c1ccccc1NC(=O)NCc1ccccn1` gave E coli WT inh -11.9.
For O=S(CC(O)COCc1ccc(Cl)cc1)c1ccccn1 (stereo not drawn) the results were E coli WT inh 15.1.
Screening Cc1ccc(C(=O)NC(C)(COc2nonc2C)COc2nonc2C)cc1 returned E coli WT inh 4.5.
For COc1ccc(NC(=O)c2cc(C)on2)cc1OC the results were E coli WT inh -5.3.
Screening CCOc1ccccc1NC(=O)CSc1nnc(Cc2cccn2C)n1-c1ccc(F)cc1 returned E coli WT inh 10.1.
Screening CN(C)CCCN1C(=O)C(=O)/C(=C(/O)c2ccncc2)C1c1cccc(Br)c1 (stereo not drawn) returned E coli WT inh -0.7.
Screening COc1cccc(C2=NOC(C(=O)Nc3cc(C)nn3-c3ccccc3)C2)c1OC (stereo not drawn) returned E coli WT inh 12.0.
For Cc1cc(=O)[nH]c(SC/C=C/c2ccccc2)n1 the results were E coli WT inh -26.7.
For CCOC(=O)CSc1cccc2cccnc12 the results were E coli WT inh 1.9.
CC12C(=O)N(CCC(=O)O)C(=O)C1C1C=CC2C1 (stereo not drawn) was read as E coli WT inh -6.4.
O=S(=O)(N1CCOCC1)N1CCN(c2ccccc2F)CC1 was read as E coli WT inh -11.7.
For Cc1ccc(-n2c(SCC(=O)Nc3ccc4c(c3)OCO4)nnc2-c2cccs2)cc1 the results were E coli WT inh -17.1.
Screening CCCC(=O)Nc1ccccc1NC(=O)CN(C)S(=O)(=O)c1ccc(C)cc1 returned E coli WT inh -5.5.
For CCCN(CCC)C(=O)CC(c1ccc(F)cc1)c1ccco1 (stereo not drawn) the results were E coli WT inh -3.6.
`CCOC(=O)NCc1cc(-c2nn(C)c(=O)c3ccccc23)ccc1C` gave E coli WT inh -9.3.
CCOC(=O)c1cc2c(=O)n3ccccc3nc2n(CC2CCCO2)c1=NC(C)=O (stereo not drawn) was read as E coli WT inh 8.6.
Screening Fc1cccc(Cl)c1Cn1nnc2c(NCc3ccccn3)ncnc21 returned E coli WT inh -1.8.
CNC(=O)c1cc2c(=O)n3cccc(C)c3nc2n(C(C)C)c1=N was read as E coli WT inh -20.7.
`COc1ccccc1NC(=O)N1CCN(c2ncccn2)CC1` gave E coli WT inh 3.6.
Screening Cc1cc(-c2ccc(Cl)cc2)n2nc(N)nc2n1 returned E coli WT inh -1.7.
Screening CCOc1ccccc1N1CCN(Cc2ccc(OC)c(OC)c2OC)CC1 returned E coli WT inh -2.8.
Screening O=C(Nc1c(-c2ccccc2)nc2ccccn12)c1ccco1 returned E coli WT inh 6.2.
Screening CN1C(=O)C(O)(CC(=O)c2cccc(-n3cccc3)c2)c2ccccc21 (stereo not drawn) returned E coli WT inh -12.8.
Screening FC(F)(F)c1cccc(N2CCN(c3nnnn3-c3ccccc3)CC2)c1 returned E coli WT inh 9.7.
Screening Nc1nn(S(=O)(=O)c2cccc3nsnc23)cc1-c1ccc(Br)cc1 returned E coli WT inh -16.2.
`Cn1c(CCCNC(=O)c2ccccc2)nc2ccccc21` gave E coli WT inh -2.5.
CCn1cc(Br)c(C(=O)Nc2ccc(C(=O)OC(C)C)cc2)n1 was read as E coli WT inh -22.8.
Screening O=C(c1ccc(C#CC2(O)CCCCC2)cc1)N1CCOCC1 returned E coli WT inh -22.9.
For COc1ccc(CCN(Cc2nc(-c3ccccc3)no2)Cc2nc(-c3ccccc3)no2)cc1OC the results were E coli WT inh -16.9.
CCOC(=O)c1cccc(NC(=O)CSc2nc3ccccc3c(=O)n2CC)c1 was read as E coli WT inh -2.4.
COC(=O)COc1ccc(S(=O)(=O)NCc2ccncc2)cc1 was read as E coli WT inh -16.8.
For Cc1cnn(C(=O)c2oc3ccccc3c2C)c1 the results were E coli WT inh -13.7.
`O=C(NCCCn1ccnc1)C1CC(c2cccc(Br)c2)=NO1` (stereo not drawn) gave E coli WT inh -6.5.
For N#CC(C(=O)Nc1ccccc1)=C1CCCCC1 the results were E coli WT inh -1.0.
`CCOC(=O)Cc1csc(NC(=O)c2cccnc2)n1` gave E coli WT inh -21.5.
`O=C(c1cc(-c2cccnc2)nc2ccc(Br)cc12)N1CCN(c2ncccn2)CC1` gave E coli WT inh -16.3.
`Cc1ccc(CSC2=NCCN2C(=O)C2CC2)cc1` gave E coli WT inh -2.0.
For Cc1ccc(NC(=O)CCn2cnc3ccccc3c2=O)cc1Cl the results were E coli WT inh -0.4.
Screening CN(c1cccc(NC(=O)CN2C(=O)c3ccccc3S2(=O)=O)c1)S(C)(=O)=O returned E coli WT inh -20.4.
Screening Nc1nnc(SCc2ccccc2F)n1-c1ccccc1 returned E coli WT inh -2.1.

For reference, part of the list above.
`COc1ccccc1C(=O)Nc1ccccc1N1CCN(S(C)(=O)=O)CC1` gave E coli WT inh -18.1.
Screening CCCCn1c(=O)[nH]c(=O)c2c1nc(COc1ccc(C#N)cc1)n2CCC returned E coli WT inh 2.4.
`CC(C(=O)NC1=NCCS1)(C(F)(F)F)C(F)(F)F` gave E coli WT inh -17.1.
For COc1ccccc1CNS(=O)(=O)c1cc(C)ccc1OC the results were E coli WT inh -16.5.
Screening CCN(CCNC(=O)C1CCN(S(=O)(=O)c2cccc3cccnc23)CC1)c1ccccc1 returned E coli WT inh 6.3.
`Cc1cccc(-n2nnc(C(=O)NCc3ccccc3)c2N)c1` gave E coli WT inh -0.1.
`Cc1cc(C)c(NC(=O)C2CSCCS2)c(C)c1` (stereo not drawn) gave E coli WT inh 4.6.
`COc1ccccc1CNc1ccc(N2CCCCC2)cc1` gave E coli WT inh 4.9.
For O=C(Nc1ccccc1C(=O)NCCCn1ccnc1)c1ccccc1 the results were E coli WT inh -1.4.
`CCOC(=O)c1c(C)nc(-c2ccccc2)nc1N` gave E coli WT inh 4.2.
For O=C(CCCN1CCC(O)(c2ccc(Cl)cc2)CC1)c1ccc(F)cc1 the results were E coli WT inh 4.6.
For O=C1c2ccccc2C(Nc2ccc3c(c2)OCCO3)N1Cc1ccc2c(c1)OCO2 (stereo not drawn) the results were E coli WT inh -1.7.
Screening N#Cc1c(NC(=O)COC(=O)C2CC3C=CC2C3)oc(-c2ccccc2)c1-c1ccccc1 (stereo not drawn) returned E coli WT inh -4.5.
Screening Cc1cc(N2CCCC2=O)cc(C)c1S(N)(=O)=O returned E coli WT inh 2.8.
For FC(F)(F)C(F)(F)C(F)(F)c1nnc2ccc(N3CCOCC3)nn12 the results were E coli WT inh -1.2.
OCCn1c(-c2ccc3c(c2)OCO3)csc1=Nc1ccccc1 was read as E coli WT inh -4.3.
Nc1cc(C(=O)O)ccc1N1CCCCCC1 was read as E coli WT inh -15.1.

Additional structures follow:
`Cc1nc2sc(C(c3ccccc3)N3CCN(c4ccccc4F)CC3)c(O)n2n1` (stereo not drawn) gave E coli WT inh 14.0.
For COc1ccccc1OCc1ccc(C(=O)N2CCN(C(=O)c3ccco3)CC2)cc1 the results were E coli WT inh -0.6.
Cc1cc(C)n(-c2nnc(C)n2/N=C/c2ccco2)n1 was read as E coli WT inh 9.0.
Screening CCOC(=O)c1cnc(-n2cc(C)cn2)nc1Nc1ccccc1OC returned E coli WT inh 7.6.
For COc1cc(OC)c(OC)cc1CNC1CCCCCC1 the results were E coli WT inh 4.2.
Screening N#CC(C(=O)NCCc1ccccc1)c1nc2ccccc2nc1N1CCOCC1 (stereo not drawn) returned E coli WT inh 6.3.
For C=C(c1cccc2ccccc12)P(=O)(O)O the results were E coli WT inh -3.3.
For CCOC(=O)c1ccc(NC(=O)N2CC(C)OC(C)C2)cc1 (stereo not drawn) the results were E coli WT inh -8.6.
For COc1cccc(-c2nc(-c3ccc(NC(=O)Cc4ccccc4OC)cc3)no2)c1 the results were E coli WT inh 8.1.
Screening CCC(=O)N1CCc2cc(OC)c(OC)cc2C1COc1ccc(C(=O)OC)cc1 (stereo not drawn) returned E coli WT inh -2.9.
Screening CC1(C)Cc2noc(N)c2C(C)(C)N1OC(=O)c1cccs1 returned E coli WT inh -2.8.
COc1nc(NCc2ccco2)nc(N2CCC(C)CC2)n1 was read as E coli WT inh -14.6.
Screening Cc1cc(C)n(C(C)n2nc(C)cc2C)n1 returned E coli WT inh 3.8.
`COc1ccc(OC)c(N/C(C)=C/C(=O)c2ccc(C)o2)c1` gave E coli WT inh -19.0.
c1ccc2nc3c(nc2c1)c1ccccc1n3CCN1CCOCC1 was read as E coli WT inh -16.7.
`CCN=C1SC(CC(=O)Nc2ccccc2OCC)C(=O)N1CC` (stereo not drawn) gave E coli WT inh -0.9.
Screening CCNCC(O)COCC(O)CNCC (stereo not drawn) returned E coli WT inh 2.6.
`Cn1cc(C(=O)c2ccc(F)cc2)cc1-c1nc2ccccc2n1C` gave E coli WT inh 7.3.
For O=C(CN(CCc1ccccc1)C(=O)CN1C(=O)COc2ccccc21)NCc1ccco1 the results were E coli WT inh 0.8.
Screening CCCCCn1c(CN2CCN(C(=O)c3ccco3)CC2)nc2c1c(=O)n(C)c(=O)n2C returned E coli WT inh -1.1.
Screening Cn1c(COc2ccc(Cl)cc2)nnc1SCC(=O)NC1CCCCC1 returned E coli WT inh 12.2.
For COc1ccc(C(=O)Nc2ccccc2)cc1S(=O)(=O)Nc1cc(C)on1 the results were E coli WT inh -19.2.
`COCCN(C(=O)c1csnn1)C(C(=O)NC(C)(C)C)c1cccc(OC)c1` (stereo not drawn) gave E coli WT inh 13.4.
Screening COc1ccccc1N1CCN(CCNC(=O)Nc2cccc(C)c2C)CC1 returned E coli WT inh 2.6.
`Cc1ccc(-n2nnnc2SCC(=O)c2cc(C)n(CC3CCCO3)c2C)cc1` (stereo not drawn) gave E coli WT inh 2.9.
`C=C(C)CSc1nnc(CCNC(=O)OC(C)(C)C)o1` gave E coli WT inh -7.0.
For Cc1cc(C)n(C(CC(=O)O)C(=O)O)n1 (stereo not drawn) the results were E coli WT inh -9.0.
For COc1ccc(NCc2nnc(SCC(=O)Nc3cc(C)cc(C)c3)o2)cc1 the results were E coli WT inh 0.3.
For O=C(CCC1CCCCC1)N1CCN(Cc2ccc3c(c2)OCO3)CC1 the results were E coli WT inh -5.2.
`Cc1cnc(NC(=O)CSc2nnc(Cc3ccccc3)o2)s1` gave E coli WT inh -18.8.
For COc1nc(OC)nc(N2CCC(NC(=O)C(Cc3ccc(C(C)C)cc3)NC(C)=O)CC2)n1 (stereo not drawn) the results were E coli WT inh 10.5.
`CCOc1ccc(N(C)S(=O)(=O)c2ccc3[nH]cc(C(=O)NCC4CCCO4)c(=O)c3c2)cc1` (stereo not drawn) gave E coli WT inh 19.7.
`COc1cc(NC(=O)CN(C)S(=O)(=O)c2ccc(C)cc2)cc(OC)c1` gave E coli WT inh -18.8.
